# GLS inh – qHTS for Inhibitors of Glutaminase (GLS); Glutaminase kidney isoform, mitochondrial (Homo sapiens), O94925; GLS enzymatic activity, qHTS titration; Potency, µM (titrated, usually from 45.5 µM), for inactives: at the highest dose activity change, negative = inhibition, most hits filed as inhibitors; actives 0.21% (n = 410,000); AID 624170, 2012; note: potency is the fitted concentration of half-maximal effect; % is set by controls: 0 for no effect and ±100 for the full control effect
#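 hKGA in 45 mM KH2PO4 pH 8.2, 0.02% Tween-20 with pin-transferred compounds; 1 mM L-glutamine (stock) plus glutamate oxidase/HRP/Amplex Red coupling added. Fluorescence read initially and after 30 min at RT.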
# G9a block – qHTS Assay for Inhibitors of Histone Lysine Methyltransferase G9a; G9a H3K9 monomethylation, AlphaScreen, 2 h; Potency, µM (series often up to 102 µM), for inactives: top-dose activity, negative = inhibition, most hits filed as inhibitors; actives 8.8% (n = 350,000); AID 504332, 2011; note: potency is the fitted concentration of half-maximal effect; % is set by controls: 0 for no effect and ±100 for the full control effect; nearly all actives have a fitted effect of over 75% in size
#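 Step 1: enzyme (final 20 nM) with compound, 15 min RT. Step 2: substrate peptide 500 nM and SAM 20 uM, 2 h RT. Step 3: anti-H3K9me1 antibody and AlphaScreen beads, 10 min, then plate read.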
# HP1b chromo inh – HTS for Inhibitors of HP1-beta Chromodomain Interactions with Methylated Histone Tails. Chromobox protein homolog 1 (Homo sapiens), P83916. AlphaScreen HP1-beta / biotin-H3K9me3 peptide binding. Potency, µM (highest dose often 114 µM), for inactives: at the top dose activity change, negative = inhibition, most hits filed as inhibitors. actives 0.56% (n = 390,000). AID 540317, 2011; note: potency is the fitted concentration of half-maximal effect; nearly all actives have a fitted effect of over 70% in size; inactives centre near 23
#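 Compound inhibition of the preformed complex between 50 nM HP1-beta and 50 nM biotinylated H3K9me3 peptide was read by AlphaScreen. Buffer was PBS pH 7.4 with 0.01% Tween-20. Incubations ran 30 min at room temperature, with 10 ug/mL donor/acceptor beads.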
# JMJD2A Tudor inh – qHTS Assay for Inhibitors of JMJD2A-Tudor Domain; Lysine-specific demethylase 4A (Homo sapiens), O75164; AlphaScreen JMJD2A-Tudor / H3K4me3 peptide binding; Potency, µM (highest dose often 114 µM), inactives show at the top dose activity change, negative = inhibition, usual class: inhibitors; actives 4.4% (n = 390,000); AID 504339, 2011; note: potency is the fitted concentration of half-maximal effect; % is set by controls: 0 for no effect and ±100 for the full control effect; nearly all actives have a fitted effect of over 50% in size
# Target sequence (O75164 whole entry, looked up, the tested form may be a part): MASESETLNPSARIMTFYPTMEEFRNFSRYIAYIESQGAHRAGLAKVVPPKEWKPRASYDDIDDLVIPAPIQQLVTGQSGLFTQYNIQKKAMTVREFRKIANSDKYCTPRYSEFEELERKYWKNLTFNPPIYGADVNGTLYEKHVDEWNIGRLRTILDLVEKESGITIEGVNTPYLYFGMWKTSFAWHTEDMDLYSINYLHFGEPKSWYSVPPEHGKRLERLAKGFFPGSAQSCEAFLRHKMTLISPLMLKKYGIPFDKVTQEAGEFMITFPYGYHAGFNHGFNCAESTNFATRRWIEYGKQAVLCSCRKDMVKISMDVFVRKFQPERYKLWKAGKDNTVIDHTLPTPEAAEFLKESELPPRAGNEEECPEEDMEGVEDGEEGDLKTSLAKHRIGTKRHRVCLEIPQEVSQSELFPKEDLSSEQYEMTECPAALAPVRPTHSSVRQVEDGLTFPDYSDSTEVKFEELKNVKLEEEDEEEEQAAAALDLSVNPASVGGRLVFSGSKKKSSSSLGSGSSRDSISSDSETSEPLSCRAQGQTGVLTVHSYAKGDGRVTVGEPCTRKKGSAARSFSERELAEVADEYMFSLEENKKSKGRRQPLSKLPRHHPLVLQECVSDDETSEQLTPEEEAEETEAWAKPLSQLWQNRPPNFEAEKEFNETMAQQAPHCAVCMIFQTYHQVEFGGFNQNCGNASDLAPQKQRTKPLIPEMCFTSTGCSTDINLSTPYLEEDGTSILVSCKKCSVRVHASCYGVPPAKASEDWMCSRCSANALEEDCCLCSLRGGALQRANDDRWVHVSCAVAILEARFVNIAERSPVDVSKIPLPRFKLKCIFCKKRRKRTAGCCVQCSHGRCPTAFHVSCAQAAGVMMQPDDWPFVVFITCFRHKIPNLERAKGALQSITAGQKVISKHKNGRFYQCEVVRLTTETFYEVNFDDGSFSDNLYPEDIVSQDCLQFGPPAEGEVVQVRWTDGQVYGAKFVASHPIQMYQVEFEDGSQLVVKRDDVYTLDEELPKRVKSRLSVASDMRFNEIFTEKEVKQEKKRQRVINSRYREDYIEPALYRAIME
# ERG-DNA inh – qHTS for Small Molecule Inhibitors of the ERG Ets/DNA interaction. fluorescence polarization, His-ERG Ets domain / labelled DNA. Potency, µM (series often up to 76.9 µM), for the others: at the highest dose FP activity, negative = inhibition, most hits filed as inhibitors. Transcriptional regulator ERG (Homo sapiens), P11308. actives 0.028% (n = 370,000); active = well fitted inhibition curve with a large enough effect in the polarisation, with a control signal flat; inconclusive = small, poorly fitted or top-dose-only effect, or effect the other way, or a change in a side signal; inactive = no such curve, though single readings can be large or run the other way; the % refers to the polarisation;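 note: polarization taken with two DNA probes labelled with fluorescein and Texas red; potency is the fitted concentration of half-maximal effect; % of control where 0% means no effect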
#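 His-tagged ERG Ets domain (1 uM in the protein solution; 300mM KCl, 50mM Tris-HCl, 1mM EDTA, 1mM DTT, pH 7.5) received compound, then a probe mix of 5 nM fluorescein-DNA and 100nM Texas-615-DNA. Fluorescence polarization was read for both dyes.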
# BAZ2B block – qHTS Assay for Inhibitors of BAZ2B | AlphaScreen BAZ2B-H3K14Ac peptide displacement | Potency, µM (series often up to 114 µM), for inactives: at the highest dose activity change, negative = inhibition, usual class: inhibitors | actives 4.4% (n = 360,000) | AID 504333, 2011; note: potency is the fitted concentration of half-maximal effect; % is set by controls: 0 for no effect and ±100 for the full control effect; nearly all actives have a fitted effect of over 60% in size
#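 BAZ2B (50 nM) with biotin-H3(5-23)K14Ac peptide (50 nM) in PBS pH 7.4, 0.01% Tween-20, preformed 30 min, then compound 30 min at room temperature; top concentration 110uM. AlphaScreen streptavidin donor/nickel chelate acceptor beads (10 ug/mL final), 20 min dark, signal read.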
# PI4K2A block – qHTS for small molecular inhibitors of PI4K2A | Phosphatidylinositol 4-kinase type 2-alpha (Homo sapiens), Q9BTU6 | purified PI4K2A, ADP-Glo luminescence, 1 h; hits give low values | activity change, negative = inhibition, % at 76.9 µM | actives 0.13% (n = 420,000) | AID 1346378, 2018; in the data active = activity change below about -50%; inconclusive = mostly about -30% to -49%;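 note: -100% = wells without enzyme as full effect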
#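 PI4K2A activity was measured by ADP-Glo luminescence: enzyme (4 ug/mL stock) and phosphatidylinositol (1.2 mM stock) in Tris pH 7.5/MgCl2/EGTA/Triton X-100 buffer were reacted with ATP (300 microM stock) for one hour at ambient temperature.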
# RGS4 inh – Inhibitors of Regulator of G Protein Signaling (RGS) 4: qHTS | AID 504845, 2011 | actives 0.039% (n = 390,000) | Regulator of G-protein signaling 4 (Homo sapiens), P49798 | Transcreener GDP fluorescence polarization, RGS4-accelerated GTP hydrolysis | Potency, µM (highest dose often 114 µM), for inactives: top-dose activity change, negative = inhibition, hits mostly inhibitors; note: potency is the fitted concentration of half-maximal effect; % is set by controls: 0 for no effect and ±100 for the full control effect; nearly all actives have a fitted effect of over 75% in size; some results filed as inactive show a strong effect at the top dose
#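 MLSMR compounds (23 nl, pin-transferred) preincubated 10 min at room temperature with a 500nM (2x) first reagent, then RGS4 at 900nM (2x) plus Transcreener GDP mix added; fluorescence polarization (620/688 nm) read before and after 90 min at 30 °C.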
# ALOX12 inh – Primary qHTS assay for inhibitors of human arachidonate 12S-lipoxygenase (ALOX12): Round 2; Potency, µM (series often up to 108 µM), without a hit: at the highest dose activity change, negative = inhibition, usual class: inhibitors; AID 1671190, 2021; Polyunsaturated fatty acid lipoxygenase ALOX12 (Homo sapiens), P18054; actives 1.1% (n = 580,000); purified 12hLO, xylenol orange hydroperoxide absorbance; note: potency is the fitted concentration of half-maximal effect; % is set by controls: 0 for no effect and ±100 for the full control effect
#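 Purified human 12hLO at 150 nM in 25 mM Hepes, 0.01% Triton X-100, pH 7.0, preincubated 15 min at room temperature with compound. Reaction started with 40 uM arachidonic acid, 30 min at room temperature. Hydroperoxide measured by Fe-xylenol orange, 573/405 nm absorbance ratio.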
# An asterisk follows results filed as active; ? = inconclusive; . = no result given; & = joins results of further samples; [ ] = remark or other dose. Unless noted, calls come from the whole dose curve; as a rule, active = well fitted curve in the direction sought with a large enough effect; inconclusive = small, poorly fitted or top-dose-only effect, or another doubt; inactive = no such curve, though single readings can be large; an effect the other way counts as inactive or inconclusive. These rows are one share of the data (hit frequency here may not be typical).
PI4K2A block	GLS inh	ERG-DNA inh	BAZ2B block	ALOX12 inh	RGS4 inh	JMJD2A Tudor inh	HP1b chromo inh	G9a block	compound
-0.1	0.0%	-0.4%	-14.3%	-22.0%	-20.3%	-14.6%	29.8%	-6.3%	Cc1cc(NC(=O)CSc2nc(N)c(NC(=O)c3ccc(F)c(F)c3)c(=O)[nH]2)no1
4.0	-0.2%	7.6%	0.6%	-24.6%	24.4%	-4.3%	33.3%	?	Cc1ccc(NC(=O)[C@H](C)NC(=O)C2CCN(C(=O)[C@@H](N)C(C)C)CC2)cc1
8.7	-15.9%	23.3%	.	2.0%	-14.3%	-20.7%	2.1%	.	CCN(CC)S(=O)(=O)c1ccc(OC)c(NC(=O)CSCc2c(C)noc2C)c1
-4.5	8.6%	11.4%	-26.9%	10.5%	29.7%	-3.3%	33.9%	50.1µM*	CN(C)/C=C1\C(=O)NN=C1c1ccccc1
-0.2	-1.9%	-4.9%	.	17.4%	-22.9%	-15.8%	16.6%	.	CC1CCN(C(=O)COC(=O)c2cccs2)CC1
-6.5	3.9%	0.4%	-13.6%	-3.1%	1.5%	-15.9%	31.0%	-30.5%[59 µM]	Cc1cc(=O)oc2c3c(ccc12)OCN(Cc1ccccc1Cl)C3
1.8	-0.7%	-4.0%	.	3.1%	-22.8%	-24.6%	32.7%	8.5%	Nc1cc(S(=O)(=O)N2CCOCC2)ccc1Oc1ccc(F)cc1
-2.8	?	1.0%	?	?	4.2%	-27.7%	8.8%[57 µM]	-8.9%	O=C(Cn1ncc2c3ccccc3n(Cc3cccc(Cl)c3)c2c1=O)NCC1CCCO1 (stereo unspecified)
-5.5	-3.8%	11.1%	?	-30.2%	-1.8%	-35.3%	12.1%	?	CCCc1cc(-c2nc(N)ncc2-c2csc(C)n2)c(O)cc1OC
2.4	18.1%	-0.9%	-4.0%	-15.9%	4.8%	-16.9%	20.9%	0.6%	NC(N)=N/N=C/c1cc([N+](=O)[O-])ccc1O
1.9	?	-12.1%	-16.0%	-3.3%	31.6%	-22.4%	25.1%	15.5%	CCOc1cc(/C=N/Nc2nc3ccccc3[nH]2)cc(Br)c1OCC(=O)N(C)C
-11.5	-2.1%	-2.8%	.	-15.2%	-2.6%	?	-4.5%	?	COc1ccc(-c2cc(=Nc3ccc(C(=O)O)cc3)c3cc(C)ccc3o2)cc1
-0.8	3.3%	0.1%	0.5%	-36.5%	31.1%	-2.6%	47.4%[activator]	10.3%	CN1CCCC(OC(=O)c2cc(Cl)ccc2Cl)C1 (stereo unspecified)
-3.4	.	-8.6%	2.0%	-11.0%	23.7%	10.5%	17.7%	?	CCOC(=O)N1CCN(C(=O)C2CCN(S(=O)(=O)c3ccc(Cl)cc3)CC2)CC1
1.4	1.2%	0.4%	10.2%	0.0%	47.3%	-10.8%	21.9%	-3.2%[59 µM]	COC(=O)C(CCSC)NC(=O)CNC(=O)C1CCCCC1 (stereo unspecified)
-1.0	-0.2%	-4.1%	?	-8.5%	-12.3%	-27.6%	11.1%	-10.9%	CCC(C)NC(=O)CCn1c(-c2ccc(F)cc2)cc(C(C)=O)c1C (stereo unspecified)
-2.6	1.7%	3.9%	8.9%	?	17.0%	-0.6%	49.2%[activator]	31.4%	Cc1cccc(NC(=O)N2C3CCCC2CC(NC(=O)C(C)(C)C)C3)c1 (stereo unspecified)
1.1	-4.0%	4.9%	-0.9%	0.0%	-6.7%[56.9 µM]	-15.9%	81.1%[activator]	10.6%	COc1cc(NC(=O)c2cnc(NCc3ccccc3)nc2C)cc(OC)c1OC
-6.8	23.9%	-0.9%	?	483.3%[activator]	-3.5%	?	-19.6%	22.4µM*	COc1cc(OC)cc(N(C(=O)c2ccco2)C(C(=O)NC2CCCC2)c2ccc(N(C)C)cc2)c1 (stereo unspecified)
7.1	-4.9%	1.9%	-5.1%	4.4%	-34.0%	-6.2%	37.7%	?	COc1ccc(NC(=O)CN(C)C(=O)c2ccc3ccccc3c2)cc1
-1.1	4.1%	-2.9%	-19.4%	0.0%	-18.9%	-5.0%	39.1%	-1.7%	Cc1ccc(Oc2nc3c(C)cccn3c(=O)c2/C=C(\C#N)C(N)=O)cc1
-8.1	-2.0%	19.5%	.	?	?	-48.6%	-38.0%	.	[O-]C(=C(C(=S)Nc1cccc2ccccc12)[n+]1cccc(CO)c1)c1ccc(Cl)s1
-2.2	7.3%	12.0%	-31.4%	-28.2%	-22.9%	-10.3%	-0.4%	-48.6%	COc1ccc(NC(=S)NC(=O)c2ccc(Br)o2)cc1
-1.2	-0.1%	-0.8%	-14.6%	-46.9%	-16.8%	-28.8%	15.5%	10.9%	CC(C)CCC(C)NC(=O)CN1C(=O)NC(C)(c2ccc3ccccc3c2)C1=O (stereo unspecified)
1.1	-4.3%	2.6%	-19.4%	-9.9%	-0.1%	1.4%	31.7%	44.7µM*	O=C(COc1ccc(Br)cc1)Nc1ccccc1N1CCCC1

# Two successive entries from above, for reference:
PI4K2A block	GLS inh	ERG-DNA inh	BAZ2B block	ALOX12 inh	RGS4 inh	JMJD2A Tudor inh	HP1b chromo inh	G9a block	compound
-1.2	-0.1%	-0.8%	-14.6%	-46.9%	-16.8%	-28.8%	15.5%	10.9%	CC(C)CCC(C)NC(=O)CN1C(=O)NC(C)(c2ccc3ccccc3c2)C1=O (stereo unspecified)
1.1	-4.3%	2.6%	-19.4%	-9.9%	-0.1%	1.4%	31.7%	44.7µM*	O=C(COc1ccc(Br)cc1)Nc1ccccc1N1CCCC1

# Next records follow.
PI4K2A block	GLS inh	ERG-DNA inh	BAZ2B block	ALOX12 inh	RGS4 inh	JMJD2A Tudor inh	HP1b chromo inh	G9a block	compound
-1.4	8.6%	.	-3.9%	-11.1%	-11.3%	-14.9%	17.7%	18.8%[59 µM]	CCOC(=O)C1CCN(C(=O)Nc2ccc3oc(C)nc3c2)CC1
-1.6	4.6%	19.8%	11.7%	9.6%	-23.0%	?	44.4%[activator]	24.6%	Cc1cccc(C(=O)OCC(=O)NN2C(=O)NC3(CCC(C)CC3)C2=O)c1O (stereo unspecified)
0.7	-7.3%	-1.8%	4.7%	0.0%	-37.4%	-1.0%	24.0%[57 µM]	1.3%[59 µM]	O=C(Nc1ccc(F)c(Cl)c1)C1CCN(S(=O)(=O)c2ccc3[nH]c(=O)ccc3c2)CC1
3.0	4.5%	-8.6%	-7.7%	?	4.1%	-16.7%	10.0%	1.0%	CCOC(=O)c1c(C)[nH]c(C)c1C(=O)CSc1nnc(N)s1
-4.0	4.1%	-9.5%	0.8%	0.0%	7.4%	-6.4%	32.6%	-1.1%	CC(=O)Nc1cc2c(cc1NC(=O)Cn1nc(-c3ccccc3F)ccc1=O)OCCO2
-2.1	4.5%	-0.2%	-27.5%	-19.1%	27.5%	-14.6%	1.9%	-36.4%[59 µM]	O=C(c1ccc(F)cc1)N1CCN(CCc2ccncc2)CC1
6.5	-9.2%	-2.3%	4.5%	10.2%	-13.9%	-2.9%	27.8%	36.1%[59 µM]	COCCNC(=O)CCn1c(=O)oc2ccccc21
-3.4	-2.6%	5.0%	-27.6%	-13.3%	-1.7%	-24.4%	6.9%	4.7%[59 µM]	Cc1ccc(NC(=O)C(c2ccccc2)N2Cc3ccccc3C2=O)cc1Cl (stereo unspecified)
2.3	4.1%	-3.0%	-0.5%	0.0%	41.6%	-10.8%	21.0%	-38.0%[2.33 µM]	O=C(O)c1ccc(COc2ccc(Cl)cc2)o1
-6.0	10.0%	?	?	-7.8%	-15.2%	-20.3%	19.5%	-24.4%	Oc1ccccc1CN1CCCC(N2CCN(c3cccc(C(F)(F)F)c3)CC2)C1 (stereo unspecified)
-2.1	8.3%	1.0%	10.7%[57.1 µM]	?	-18.3%	-15.2%	30.0%	-27.5%[59 µM]	Cc1ccc(NC(=O)Cn2cc(S(=O)(=O)N3CCCC3)c(S(=O)(=O)N3CCCC3)c2)cc1F
3.6	12.2%	.	-3.1%	4.9%	6.7%	0.6%	21.2%	28.0%[59 µM]	Cc1ccc2nc(Cl)c(CN(Cc3cccs3)C(=O)C3CC3)cc2c1
0.4&-0.2	-0.3%&4.0%	-10.2%&4.0%	-7.0%&-4.7%	0.7%&4.3%	-16.8%&5.1%	-4.1%&-10.3%	31.7%&31.5%	45.5%	CCOc1ccc(NC(=O)CCNS(=O)(=O)c2ccc3c(c2)oc(=O)n3C)cc1

# Screening data: PubChem, National Center for Advancing Translational Sciences (NCATS)
